Source: PubChem BioAssay (several laboratories)
OXTR ag: agonists of human oxytocin receptor; P30559; CHO-OTR cells, Fluo-8 calcium fluorescence; normalized: DMSO 0%, oxytocin 100%; 320,000 compounds, 0.32% hits; AID 2435; activation, % at 3 µM;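 active means activation above the mean of all tested compounds plus 3 SD, cutoff set per screening run, cut at about 20% in these data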;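 further: peak over basal fluorescence ratio from a 100 s FLIPR kinetic read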
NALP1 yeast inh: inhibitors of NALP1 inflammasome in yeast | S. cerevisiae NALP1/ASC/caspase-1 growth, X-gal OD620, 72 h | 280,000 compounds, 0.61% hits | inhibition, % at 10 µM; in the data active means inhibition mostly above about 24%, no sharp cut-off; inactive means mostly below about 32%; further: some compounds called inactive have numbers as strong as hits
MEKK2 mut-MEK5: signal of MEK5 binding to mutant human MEKK2 PB1 domain | percent response, % at 10 µM | AID 1530 | 290,000 compounds, 0.35% hits | bead flow cytometry, Alexa488-MEK5 binding to MEKK2 mutant; in the data active means percent response above about 24%, passing the limit was not always enough; further: inactives centre near 1; some results filed as inactive read as strong as hits
GalR3 antag: antagonists of human GalR3. inhibition, % at 3 µM. 360,000 compounds, 0.44% hits. O60755. AID 651719. HEK293 GalR3-CNG cAMP membrane potential fluorescence; galR3 body fused to GalR1 C-terminus;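 active means inhibition above the screen-wide average plus 3 SD, cut at about 13% in these data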;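 further: forskolin and galanin both at EC90 stimulate the cells; cAMP rise reported by CNG channel membrane potential dye signal; 0% = forskolin plus galanin with DMSO and 100% = forskolin alone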
Target sequence (O60755 1-299 limits assumed): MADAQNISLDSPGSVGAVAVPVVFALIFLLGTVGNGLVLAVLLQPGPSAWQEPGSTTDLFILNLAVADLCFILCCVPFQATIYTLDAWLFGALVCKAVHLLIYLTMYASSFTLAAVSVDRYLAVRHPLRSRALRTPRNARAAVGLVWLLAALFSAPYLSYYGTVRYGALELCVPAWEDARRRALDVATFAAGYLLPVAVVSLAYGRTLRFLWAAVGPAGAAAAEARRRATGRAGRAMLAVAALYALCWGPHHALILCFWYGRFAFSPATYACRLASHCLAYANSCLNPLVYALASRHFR
PfM18AAP inh: blocks P. falciparum M18 aspartyl aminopeptidase; recombinant PfM18AAP, H-Glu-NHMec fluorogenic cleavage; inhibition, % at 7.35 µM; 290,000 compounds, 1.2% hits;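 active means inhibition above the campaign mean inhibition over all tested compounds plus 3 SD, cut at about 28% in these data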;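 further: 0% = plate median of test compound wells and 100% = 2 mM ZnCl2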
GPR7 antagonist: antagonists of human GPR7 (neuropeptides B/W receptor 1); AID 1861; inhibition, % at 4.4 µM; GPR7-expressing cells, fluorescence antagonist assay; 290,000 compounds, 1.1% hits; in the data active means inhibition above about 16%, passing the limit was not always enough;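 further: cells stimulated with the agonist NPW; 0% = agonist with vehicle and 100% = vehicle without agonist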
Target sequence (P48145 whole entry, looked up): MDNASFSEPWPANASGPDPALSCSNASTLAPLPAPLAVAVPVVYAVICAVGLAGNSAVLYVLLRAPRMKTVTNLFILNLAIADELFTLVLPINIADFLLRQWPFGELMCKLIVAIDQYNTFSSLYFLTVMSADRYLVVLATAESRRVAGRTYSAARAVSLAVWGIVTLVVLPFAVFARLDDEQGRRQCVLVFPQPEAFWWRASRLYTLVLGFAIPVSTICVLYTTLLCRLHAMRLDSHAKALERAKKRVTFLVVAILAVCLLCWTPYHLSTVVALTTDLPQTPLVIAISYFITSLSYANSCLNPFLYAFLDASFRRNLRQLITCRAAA
V1R ag counter: counter-screen for oxytocin receptor agonists: human V1a receptor agonists; P37288; 320,000 compounds, 0.25% hits; activation, % at 3 µM; AID 2797; CHO-V1R cells, Fluo-8 calcium fluorescence, agonist mode; 0% DMSO, 100% 3 nM vasopressin;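 active means activation above the mean activation of all tested compounds plus 3 SD, per screening run, cut at about 20% in these data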;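 further: signal is peak over basal fluorescence ratio across a 100 second FLIPR read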
OXTR potentiate: human OXTR potentiation | AID 2445 | activation, % at 3 µM | 320,000 compounds, 0.061% hits | CHO-OTR cells, Fluo-8 calcium fluorescence, potentiator mode; 0% = oxytocin EC15, 100% = EC100;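 active means activation above that plate's cutoff, the mean activation of tested compounds plus 3 SD, cut at about 6.6% in these data, passing the limit was not always enough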;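 further: 100% uses oxytocin at 75 nM as the full agonist control; some results filed as inactive read as strong as hits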
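Dosing: Single dose, 3.0 µM nominal final compound concentration | Material: Human OTR in CHO cells | Technique: Kinetic Fluo-8 calcium fluorescence | Benchmarks: EC15 oxytocin alone as 0%, 75 nM oxytocin as 100% | Probe or stimulus: Oxytocin at about EC15, sub-maximal agonist stimulus | Incubation: Compound 6 min at room temperature before oxytocin, 100 s read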
MEKK2wt PB1 HTS: raises or lowers MEK5 binding to wildtype human MEKK2 PB1 domain; Q9Y2U5; 290,000 compounds, 1.1% hits; bead flow cytometry, Alexa488-MEK5 binding to MEKK2 WT; actives lie on both sides; binding response (% of control), % at 10 µM; AID 1531; in the data active means binding response below about 67% or above about 130%
* marks the source's active call; other numbers are inactive results; / = no result given. Not a hit list; any-hit rate near 4.1%.

Compound	OXTR ag	NALP1 yeast inh	MEKK2 mut-MEK5	GalR3 antag	PfM18AAP inh	GPR7 antagonist	V1R ag counter	OXTR potentiate	MEKK2wt PB1 HTS
Nc1ccccc1Nc1c(F)c(F)nc(F)c1Cl	-0.5	17	5	-4	-4	12	-0.5	0	106
Cn1c2ccccc2c2cnn(CC(=O)Nc3ccc(F)cc3F)c(=O)c21	0.1	/	12	-3	2	-17	-0.1	-2	109
Cc1ccnc(NC(=O)C2CCN(S(=O)(=O)c3cccc4nsnc34)CC2)c1	1.5	33	/	-6	0	-5	1.0	-6	/
O=C(CSc1ccc(-c2nc3ccccc3[nH]2)cn1)Nc1ccc2c(c1)OCCO2	1.3	33	0	/	2	-2	1.9	-1	104
c1cc2c(cnc3cscc32)s1	0.4	29	0	-5	7	-13	0.3	-7	95
O=C(OCC(=O)N(CCc1ccccc1)Cc1ccccc1)c1cccc(O)c1	-1.2	7	-6	-5	5	-12	0.1	-7	92
O=C(CCNC(=O)c1ccccc1Cl)Nc1cccc(C(F)(F)F)c1	1.3	/	-2	-3	-1	-6	3.0	-4	95
Cc1[nH]c2ccc(S(N)(=O)=O)cc2c1C	0.6	5	-4	-4	-7	0	1.1	-11	83
Cc1ccc(Oc2nc3ccccn3c(=O)c2/C=C(\C#N)C(=O)Nc2c(C)n(C)n(-c3ccccc3)c2=O)cc1	-0.6	16	13	-2	10	-5	-0.2	-3	111
CC1CN(C(=O)N2c3ccccc3Sc3ccccc32)C(C)CC1=O (stereo not drawn)	-2.2	-12	-3	-3	-4	-6	-1.5	3	93
Cc1ccccc1C(=O)c1cccn1CC(=O)O	0.3	2	14	-4	-1	-8	-0.4	2	112
O=C(NCCO)c1cccc(Nc2nc(-c3ccccc3)c3cc(Cl)ccc3n2)c1	4.5	14	5	-9	1	-20	2.1	-10	107
COc1ccc(CNC(=O)CCc2nc3cc(S(=O)(=O)N(C)C)ccc3n2C)cc1OC	0.2	-23	/	-2	-22	6	-1.0	-19	/
COc1ccc(-c2ccc(-c3noc(C(C)C)n3)c(OC)n2)cc1	-0.9	27	2	0	-2	-14	0.6	0	99
CCOC(=O)c1c(CC(C)C)csc1NC(=O)c1ccccc1C(=O)O	0.2	-37	-7	2	-16	4	2.1	-5	75
COc1cc(N/C=C2\CC(=O)NC(C)=C2C#N)cc(OC)c1OC	0.9	19	-1	-4	4	-8	-0.5	-3	107
CCn1ncc(C2=NOC(C(=O)Nc3cnn(C45CC6CC(CC(C6)C4)C5)c3)C2)c1C (stereo not drawn)	35*	7	8	/	4	7	25*	-9	112
COc1ccc(N2CCCCn3c2nc2c3c(=O)n(C)c(=O)n2C)cc1	-1.3	24	0	-3	1	7	-0.4	-10	105
COc1ccc(CCC(=O)OCC(=O)Nc2ccc(C)c(S(=O)(=O)N(C)C)c2)cc1	4.2	19	-2	-3	-2	0	3.7	-9	108
COC(=O)C1CCN(S(=O)(=O)c2ccc(OC)cc2)CC1	-0.5	-6	2	-6	-15	-7	-0.6	-1	103
COCCN(CCOC)C(=O)c1cc2c(=O)n3ccccc3nc2s1	0.3	-10	4	-2	3	-3	0.4	1	100
COCCCNC(=O)CSC1=Nc2ccccc2C2=NC(Cc3c[nH]c4ccccc34)C(=O)N12 (stereo not drawn)	0.3	-4	/	-2	4	8	-0.3	-4	/
COc1ccccc1N1CCN(C(=O)c2ccc3[nH]c4c(c3c2)CC(C)CC4)CC1 (stereo not drawn)	1.5	32	-1	-9	-2	-14	1.0	-16	102
CN1/C(=C\C(=O)CSc2nnc(N)s2)C(C)(C)c2ccccc21	-0.4	32	-1	-4	6	0	-0.1	-13	99
CCN(CC)CCNC(=O)c1ccc(NC(=O)c2ccccc2-c2ccc(C(F)(F)F)cc2)cc1	6.0	22	8	-12	-7	2	2.4	-7	122
CCN(CC)CCNC(=O)c1ccc(NC(=O)C2CCN(S(=O)(=O)c3ccc4c(c3)OCCO4)CC2)cc1	0.9	/	/	-3	/	/	1.0	2	/
Cc1ccc(N2C(=O)CC(C3CCCO3)C2=O)cc1 (stereo not drawn)	-0.3	-8	-4	-3	3	-1	0.8	-9	93
CCC(Cc1ccccc1)NC(=O)/C=C/c1ccco1 (stereo not drawn)	-1.8	3	4	-7	-3	3	0.5	-10	105
COc1cc(C(=O)N/C(=C\c2cn(C)c3ccccc23)C(=O)N2CCOCC2)cc(OC)c1OC	0.4	22	-8	-4	5	-6	1.0	-8	99
CN(C)S(=O)(=O)c1ccc(NC(=O)C2CCCN(C(=O)c3ccc(Cl)cc3)C2)cc1 (stereo not drawn)	1.6	4	1	-1	-3	5	4.6	-7	99
C/C(CC(=O)Nc1cccc(Cl)c1Cl)=N\NC(=O)c1ccccc1N	-0.1	-24	3	0	-2	-7	1.0	-3	84
CN1CCN(C(=O)CSc2nc(-c3cccs3)ccc2C#N)CC1	1.6	/	6	-3	8	2	0.0	-8	103
O=C(Nc1cccc(S(=O)(=O)N2CCCCC2)c1)C1CCN(C(=O)c2ccc(Cl)cc2)CC1	2.3	/	/	-6	/	/	4.7	-7	/
O=C(CCN1C(=O)C2C3C=CC(C3)C2C1=O)N1CCN(c2ccccc2F)CC1 (stereo not drawn)	0.8	17	/	-2	4	6	0.1	3	/
COc1ccc(CCNC(=O)c2ccco2)cc1	0.6	3	-9	-1	-4	-15	0.0	-8	91
NC(=O)c1sc2nc(-c3ccccc3)c3c(c2c1N)CCCC3	-1.2	-1	-1	-1	17	-7	-1.9	-2	97
O=C1C(=O)N(CCCO)C(c2ccccc2)/C1=C(\O)c1ccc(Br)cc1 (stereo not drawn)	0.1	-7	5	-7	0	1	0.8	-8	106
CN(CC(=O)Nc1ccccc1Cl)C(=O)COC(=O)c1ccc(-c2ccc(O)cc2)cc1	5.0	/	/	-3	/	/	4.0	-5	/
O=C(N/N=C/c1sc(=O)[nH]c1-[n+]1ccc2ccccc2c1)c1ccccc1[O-]	17	0	2	1	32*	2	27*	-3	93
CC(C)OC(=O)CSc1nc(N)c(C#N)c(-c2ccco2)c1C#N	3.8	-9	8	6	0	-4	1.8	-11	105
O=C(O)/C=C/c1ccc(S(=O)(=O)Nc2ccc(C(=O)NCC(=O)O)cc2)cc1	0.2	-12	-8	-1	-10	12	-0.2	-5	90
COC(=O)CSc1snnc1-c1ccc(Cl)c(Cl)c1	3.0	9	0	-2	11	-8	2.9	-16	104
CC1=NN=C(c2ccccc2)C(c2c[nH]c3ccccc23)N1O (stereo not drawn)	-0.7	34	-2	-2	6	-4	0.9	1	98
COc1ccc(C(C(=O)NC2CCCCC2)N(C(=O)c2snc(C(N)=O)c2N)c2ccc(OC)cc2OC)cc1 (stereo not drawn)	0.5	8	-5	-10	0	0	1.9	-7	91
O=S(=O)(c1ccc(Cl)cc1)N1CCC(n2cccc2)CC1	-1.8	-4	0	-7	13	2	-0.4	-6	99
C/C(CC(=O)Nc1ccc(Cl)cc1Cl)=N\NC(=O)c1ccco1	-1.0	38	2	8	-8	-8	0.2	-2	103
C#CCCc1cocc1/C=[N+](\[O-])c1ccc(C(=O)OCC)cc1	-0.5	/	/	5	/	/	-0.3	-4	/
O=C(CCc1nnc(C2(c3ccc(Cl)cc3)CCC2)o1)N1CCCC(O)C1 (stereo not drawn)	0.3	20	0	-3	-11	9	0.9	-5	101
CCCCOP(=O)(OCCCC)C(O)c1ccc(N(C)C)cc1 (stereo not drawn)	0.1	/	6	-4	6	-13	1.9	-2	105
Cc1ccc(SCC(=O)OCn2nnc3ccccc3c2=O)cc1C	-2.8	9	-1	-5	0	-5	-0.8	-6	98
CC(C)c1ccc(N(CC(=O)NCc2ccc(F)cc2)C(=O)c2snc(C(N)=O)c2N)cc1	0.9	-1	2	-12	0	13	2.5	-10	96
C/C(=N\Nc1nc2ccccc2[nH]1)c1cc2ccccc2o1	1.5	38	6	-12	6	-17	1.9	-9	140*
CCOC(=O)[C@@H]1[C@H]2COc3cc(OC)ccc3[C@@H]2N2C(=O)N(c3ccc(C(F)(F)F)cc3)C(=O)[C@@]12C	-0.6	10	-4	-5	0	6	-1.1	-2	100
